TGFb SMAD3 inh – inhibitors of TGF-b signaling; HepG2 CAGA-GFP TGF-b/SMAD3 reporter, GFP fluorescence, 18 h; TGF-beta stimulated, 500 pg/mL final; Potency, µM (highest dose often 46.1 µM), without a hit: top-dose activity, negative = inhibition, usual class: inhibitors; 1.2% of 410,000 active; also: % is scaled to controls: 0 for no effect and ±100 for the full control effect; nearly all actives have a fitted effect of over 65% in size
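HEPG2 CAGA-GFP cells (1000/well, DMEM with 1% FBS) were pre-incubated 2 h at 37 degrees C, given compound by pin tool, then stimulated with TGF-beta at 500 pg/mL final for 18 h before per-cell GFP fluorescence imaging.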
Nrf2 inh – Nrf2 pathway inhibition. Potency, µM (doses to about 46 µM), for the others: top-dose activity change, negative = inhibition, most hits filed as inhibitors. AID 504444. 2.1% of 360,000 active. A549 ARE-Fluc reporter, luciferase luminescence, 18-24 h; also: % is scaled to controls: 0 for no effect and ±100 for the full control effect; nearly all actives have a fitted effect of over 60% in size
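Quantitative HTS in A549 cells stably bearing an antioxidant response element-firefly luciferase construct. Inhibition of Nrf2-driven transcription was scored by luminescence after 18-24 h of compound exposure at 37 °C.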
S2 tox – cell viability loss in ATXN counter-screen | S2 cells (HEK-293 line with an ATXN2-luciferase reporter) viability, CellTiter-Fluor protease fluorescence, 24 h | Potency, µM (top dose mostly 56.7 µM), most hits filed as cytotoxic | 0.49% of 400,000 active; also: nearly all actives have a fitted effect of over 40% in size
MCF10A rerep – DNA re-replication induction in MCF 10a cells | MCF 10A DNA re-replication, Hoechst nuclear intensity, 48 h | Potency, µM (titrated, usually from 46.1 µM), inactives show at the highest dose activity, positive = re-replication, usual class: activators | 2.9% of 350,000 active; also: % of control where 0% means no effect; nearly all actives have a fitted effect of over 50% in size
Nrf2 ARE act – activators of Nrf2 (ARE) signaling | AREc32 ARE-luciferase reporter (MCF7-derived line), luminescence, 24 h | Potency, µM (highest dose often 46.1 µM), without a hit: at the highest dose activation, hits mostly activators | 0.31% of 410,000 active | AID 624171; also: % of control where 0% means no effect; nearly all actives have a fitted effect of over 65% in size
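Each well held 1000 AREc32 cells, which were incubated with compound for 24 hr at 37 deg C after overnight attachment, and ARE reporter activity was quantified by firefly luciferase luminescence.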
HepG2 viability – HepG2 cytotoxicity, counter-screen for TGF-b inhibitors; HepG2 CAGA-GFP viability, ATP luminescence, 18 h; Potency, µM (titrated, usually from 46.1 µM), for the others: at the highest dose activity change, negative = cytotoxicity, most hits filed as cytotoxic; 0.76% of 410,000 active; AID 588856; also: some results filed as inactive show a strong effect at the top dose
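HepG2 CAGA-GFP cells (1000/well, DMEM with 1% FBS) received compound, then TGF-beta at 500 pg/mL final, and were incubated 18 hours at 37 degrees C. Viability was read by CellTiter-Glo luminescence. Media-only wells were set as complete cell-killing and DMSO as no toxicity.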
ATXN2 expr inh – ATXN2 expression inhibition; AID 1745845; Potency, µM (doses to about 57 µM), inactives show top-dose activity change, negative = inhibition, hits mostly inhibitors; HEK-293 ATXN2-luciferase reporter, luminescence, 24 h; 0.72% of 360,000 active; also: % is scaled to controls: 0 for no effect and ±100 for the full control effect; nearly all actives have a fitted effect of over 55% in size
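qHTS (up to 57 uM final) was run with 24 h compound exposure of reporter cells at 37 °C. Each well was multiplexed: SteadyGlo luminescence measured ATXN2-luciferase expression after a fluorogenic Gly-Phe-AFC viability readout (25 uM final).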
A549 tox – counter-screen for Nrf2 inhibitors: cytotoxicity in A549 cells; 0.16% of 390,000 active; Potency, µM (highest dose often 46 µM), inactives show at the top dose activity change, negative = cytotoxicity, hits mostly inhibitors; A549 ARE-Fluc cells, CellTiter-Fluor viability, 18-24 h; AID 504648; also: % is scaled to controls: 0 for no effect and ±100 for the full control effect
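A549 ARE-Fluc cells in 5% FBS OPTI-MEM, 5000 cells/well, rested 2 h then exposed to compounds in concentration-response for 18-24 h at 37 °C. Viability by CellTiter-Fluor fluorescence (Ex 405/Em 525) after 30 min; luciferase luminescence (BugLite, 15 min, RT) read afterwards.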
* marks the source's active call; other numbers are inactive results; i = inactive; ? = inconclusive; . = not tested or not shown; & = joins results of further samples; ! = not active in a repeat; [ ] = another dose, or the depositor's remark. Calls follow the shape of the dose curve; as a rule, active = well fitted curve in the direction sought with a large enough effect; inconclusive = small, poorly fitted or top-dose-only effect, or another doubt; inactive = no such curve, though single readings can be large; an effect the other way counts as inactive or inconclusive. Potency is read from the fitted curve at half-maximal effect.

molecule | TGFb SMAD3 inh | Nrf2 inh | S2 tox | MCF10A rerep | Nrf2 ARE act | HepG2 viability | ATXN2 expr inh | A549 tox
O=C(c1cc(O)c(O)c(O)c1)c1ccc(O)c(O)c1O | . | . | ? | . | . | . | ? | .
Nc1nc2ccccc2n1Cc1ccc(F)cc1 | . | . | i | . | . | . | -16.5% | .
Cc1sccc1Br | . | . | i | . | . | . | 4.8% | .
CC(=O)Oc1ccc(C2(c3ccc(OC(C)=O)cc3)Oc3ccccc3NC2=O)cc1 | . | . | ? | . | . | . | ? | .
NC(=O)COCCN1CCN(C(c2ccccc2)c2ccc(Cl)cc2)CC1 (centres undefined) | . | . | i | . | . | . | 1.6% | .
CCCCCCCC/C=C/C(=O)O | . | . | i | . | . | . | 11.0% | .
CCCCC(=O)OCC(=O)[C@H]1[C@H](C)C[C@H]2[C@@H]3C[C@H](F)C4=CC(=O)C=C[C@]4(C)[C@@]3(F)[C@@H](O)C[C@@]21C | . | . | i | . | . | . | -14.1% | .
CC(=O)N[C@@H](CO)C(=O)N[C@@H](CC(=O)O)C(=O)N[C@@H](CCCCN)C(=O)N1CCC[C@H]1C(=O)O | . | . | i | . | . | . | 2.6% | .
O=C(/C=C/c1ccc(O)c(O)c1)O[C@@H]1C[C@@](OC(=O)/C=C/c2ccc(O)c(O)c2)(C(=O)O)C[C@@H](O)[C@@H]1O | . | . | i | . | . | . | 5.8% | .
CCCCCCn1c(=O)c2c(ncn2C)n(C)c1=O | . | . | i | . | . | . | 7.6% | .
OCC(CO)N[C@H]1C[C@](O)(CO)[C@@H](O)[C@H](O)[C@H]1O | . | . | i | . | . | . | 6.2% | .
O=C1OC2(c3ccccc31)c1cc(Br)c(O)c(Br)c1Oc1c2cc(Br)c(O)c1Br | . | . | i | . | . | . | -1.8% | .
CC(=O)N(CC(O)CO)c1c(I)c(C(=O)NCCO)c(I)c(C(=O)NCC(O)CO)c1I (centres undefined) | . | . | i | . | . | . | -1.3% | .
COC(=O)c1cc(S(N)(=O)=O)ccc1OC | . | . | i | . | . | . | 6.8% | .
Oc1cccc(-c2c3nc(c(-c4cccc(O)c4)c4ccc([nH]4)c(-c4cccc(O)c4)c4nc(c(-c5cccc(O)c5)c5ccc2[nH]5)CC4)C=C3)c1 | . | . | 7.08µM* | . | . | . | -1.5% | .
Cc1ccc(Cl)c(OCC(O)CNC(C)(C)C)c1 (centres undefined) | . | . | i | . | . | . | -8.2% | .
Cc1ccc(Nc2nccc(N(C)c3ccc4c(C)n(C)nc4c3)n2)cc1S(N)(=O)=O | . | . | ? | . | . | . | 44.7%&-10.1% | .
O=C(COCCOCCOCC(=O)Nc1c(I)cc(I)c(C(=O)O)c1I)Nc1c(I)cc(I)c(C(=O)O)c1I | . | . | i | . | . | . | 11.5% | .
Clc1ccc2c(c1)Nc1ccccc1S2 | . | . | i | . | . | . | -5.4% | .
CN(C)CC[C@H](c1ccc(Cl)cc1)c1ccccn1 | . | . | i | . | . | . | 1.4% | .
CC(=O)Nc1ccn(C2COC(COC(=O)c3ccccc3)O2)c(=O)n1 (centres undefined) | . | . | i | . | . | . | ? | .
COc1ccc2c3c1OC1C[C@@H](O)C=C[C@@]31CCN(C)C2 (some centres undefined) | . | . | i | . | . | . | 1.0% | .
COc1cc(/C=C/C(=O)O[C@H]2CC[C@]34C[C@]35CC[C@]3(C)[C@@H]([C@H](C)CCC=C(C)C)CC[C@@]3(C)[C@@H]5CC[C@H]4C2(C)C)ccc1O | . | . | i | . | . | . | 6.6% | .
CC1CN(c2cc3c(cc2F)c(=O)c(C(=O)O)cn3-c2ccc(F)cc2F)CCN1 (centres undefined) | . | . | i[5.17 µM] | . | . | . | 2.4%[5.55 µM] | .
C[C@H]1NCc2cc(-c3ccc4c(=O)c(C(=O)O)cn(C5CC5)c4c3OC(F)F)ccc21 | . | . | i | . | . | . | 5.0%[25.6 µM] | .
CN1Cc2cc(C(=O)N3CCC(C4CCNCC4)CC3)ccc2N[C@@H](CC(=O)O)C1=O | . | . | i | . | . | . | 0.9% | .
CC(=O)SCC(CC(=O)c1ccc(C)cc1)C(=O)O (centres undefined) | . | . | i | . | . | . | -1.2% | .
CCCCCCCCCCCCCCCC(=O)O[C@H]1[C@@H](O)[C@@H](O)[C@@H]([C@H](NC(=O)[C@@H]2C[C@@H](CCC)CN2C)[C@H](C)Cl)O[C@@H]1SC | . | . | ? | . | . | . | ? | .
C#Cc1ccc(-c2ccccc2F)cc1 | . | . | i | . | . | . | 5.7% | .
CCCCCCCCCCCCCCCC(=O)OC[C@@H](NC(=O)C(Cl)Cl)[C@H](O)c1ccc([N+](=O)[O-])cc1 | . | . | i | . | . | . | 5.0% | .

Full records as entered above. Order of values: TGFb SMAD3 inh | Nrf2 inh | S2 tox | MCF10A rerep | Nrf2 ARE act | HepG2 viability | ATXN2 expr inh | A549 tox
Record of O=C(c1cc(O)c(O)c(O)c1)c1ccc(O)c(O)c1O → . | . | ? | . | . | . | ? | .
Record of CCCCCCCCCCCCCCCC(=O)O[C@H]1[C@@H](O)[C@@H](O)[C@@H]([C@H](NC(=O)[C@@H]2C[C@@H](CCC)CN2C)[C@H](C)Cl)O[C@@H]1SC → . | . | ? | . | . | . | ? | .

Rewritten with each value named: 2 of the compounds above
> CC(=O)Oc1ccc(C2(c3ccc(OC(C)=O)cc3)Oc3ccccc3NC2=O)cc1
  TGFb SMAD3 inh = . | Nrf2 inh = . | S2 tox = ? | MCF10A rerep = . | Nrf2 ARE act = . | HepG2 viability = . | ATXN2 expr inh = ? | A549 tox = .
> COc1cc(/C=C/C(=O)O[C@H]2CC[C@]34C[C@]35CC[C@]3(C)[C@@H]([C@H](C)CCC=C(C)C)CC[C@@]3(C)[C@@H]5CC[C@H]4C2(C)C)ccc1O
  TGFb SMAD3 inh = . | Nrf2 inh = . | S2 tox = i | MCF10A rerep = . | Nrf2 ARE act = . | HepG2 viability = . | ATXN2 expr inh = 6.6% | A549 tox = .

(continued)
Value order – TGFb SMAD3 inh	Nrf2 inh	S2 tox	MCF10A rerep	Nrf2 ARE act	HepG2 viability	ATXN2 expr inh	A549 tox
Cc1oc(-c2ccccc2)nc1CCC(=O)c1ccc(CC2SC(=O)NC2=O)cc1 (centres undefined)
    .	.	i	.	.	.	3.4%	.
C[C@]12CCC(=O)C=C1[C@@H]1C[C@@H]1[C@H]1[C@@H]3[C@@H]4C[C@@H]4[C@@]4(CCC(=O)O4)[C@@]3(C)CC[C@@H]12
    .	.	i	.	.	.	?	.
COC(=O)CCCCC(CCSS/C(CCO)=C(\C)N(C=O)Cc1cnc(C)nc1N)SC(C)=O (centres undefined)
    .	.	i	.	.	.	2.9%	.
Cn1cnc2c(F)c(Nc3ccc(Br)cc3Cl)c(C(=O)NOCCO)cc21
    .	.	?	.	.	.	?	.
CCCC(=O)OCOC(=O)C1=C(C)NC(C)=C(C(=O)OC)C1c1cccc(Cl)c1Cl (centres undefined)
    .	.	i	.	.	.	6.1%	.
O=C(O)CNC(=O)CNC(=O)CNC(=O)CSC(=O)c1ccccc1
    .	.	i	.	.	.	11.2%	.
O=C(Nc1ccc(S(=O)(=O)N2CCOCC2)cc1)c1cc(Cl)ccc1NS(=O)(=O)c1ccc(Cl)s1
    .	.	15.8µM*!	.	.	.	-12.0%	.
O=c1[nH]c2ccccc2c(=O)n1CCCl
    .	.	i	.	.	.	0.9%	.
COC(=O)c1cc(Cl)ccc1OC
    .	.	i	.	.	.	6.8%	.
NC(=O)CC[C@@H]1NC(=O)[C@H](Cc2ccccc2)NC(=O)[C@H](Cc2ccc(O)cc2)NC(=O)CCSSC[C@@H](C(=O)N2CCC[C@H]2C(=O)N[C@@H](CCCN=C(N)N)C(=O)NCC(N)=O)NC(=O)[C@H](CC(N)=O)NC1=O
    .	.	i	.	.	.	5.6%	.
COc1ccc(/C(C)=C/C(=O)O)c(OC)c1
    .	.	i	.	.	.	11.2%	.
O=C(OCC#CCSc1nnc(-c2cccc3ccccc23)o1)c1cc2ccccc2s1
    .	7.1%	.	.	.	.	46.9%[activator]	-7.0%
Nc1cccc(S(=O)(=O)N2CCCN(S(=O)(=O)c3ccc4c(c3)OCCO4)CC2)c1
    .	-3.5%	.	.	.	.	-9.8%	-0.8%
O=c1[nH]c(=O)n([C@H]2C[C@@H](O)[C@@H](CO)O2)cc1F
    ?	.	.	.	.	-36.6%	1.09µM*	.
O=C1Nc2ccc(I)cc2C1=Cc1cc(Br)c(O)c(Br)c1
    3.6%	.	.	.	.	7.7%	-4.4%	.
CCOC(=O)N1CCN(C(=O)C[C@@H]2C[C@@]3(C(=O)OC)CCCCC=C3N(Cc3ccc(Cl)cc3Cl)C2=O)CC1
    .	.	?	.	3.1%	.	?	.
CCOC(=O)[C@]12CCC=C1N(Cc1ccc(Cl)cc1Cl)C(=O)[C@H](CC(=O)NCc1ccc(C)o1)C2
    .	.	?	.	7.5%	.	?	.
Cc1ccc(C(=O)NCCN2CCC(n3c(=O)[nH]c4ccccc43)CC2)cc1
    .	.	i	.	5.6%	.	19.3%	.
COc1ccc(C(=O)NCCN2CCC(n3c(=O)[nH]c4ccccc43)CC2)cc1F
    .	.	i	.	0.0%	.	-7.3%	.
CCCCCCCCN1C(=O)[C@H](CC(=O)NCCCC)C[C@@]2(C(=O)OC)CCCCC=C12
    .	.	28.2µM*	.	-0.3%	.	-14.6%	.
N=C(N)c1ccc2cc(OC(=O)c3ccc(N=C(N)N)cc3)ccc2c1
    .	.	i	-1.5%	.	.	2.1%&-13.3%	.
CC1(COc2ccc(CC3SC(=O)NC3=O)cc2)CCCCC1 (centres undefined)
    .	.	i	?	.	.	69.0%[activator]	.
C#C[C@]1(OC(C)=O)CC[C@H]2[C@@H]3CCC4=C[C@@H](OC(C)=O)CC[C@@H]4[C@H]3CC[C@@]21C
    .	.	?	10.7%	.	.	?	.

This is a subset; the hit share may differ from the screen's.
